CAL PDZ FP-1 = CAL PDZ peptide-binding inhibitors, primary screen, biochemical, fluorescence polarization, Cer-tagged CAL PDZ, HTS. purified CAL PDZ, TMR-peptide fluorescence polarization, 1 h. inhibition, % at 20 µM. 0.02% of 330,000 active. AID 504414, 2011;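 active = highest replicate inhibition of at least 40%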;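 note: plate controls were DMSO neutral control wells for no effect and unlabeled competitor peptide control wells for full effect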
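Material: tagged CAL PDZ domain; buffer or medium: 25 mM sodium phosphate pH 7.4, 150 mM NaCl, TCEP, IgG, Thesit; compound dosing: single point, 20 µM; schedule: 1 h incubation at room temperature before polarization reading; measured by: FP readout, S and P plane fluorescence; read-out basis: percent inhibition from loss of millipolarization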
MITF act = activators of MITF-driven TRPM1 promoter reporter, primary screen, cell-based, SK-MEL-5, luciferase, single point | 0.75% of 300,000 active | AID 588334, 2011 | SK-MEL-5 TRPM1-promoter luciferase, 24 h; % of positive control, neutral wells = 0 | activation, % at 12.5 µM;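 active = mean activation of at least 80% with every replicate also reaching 80%; inconclusive = mean reaches 80% but some replicate falls short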;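 note: 0% = neutral control wells and 100% = parthenolide positive control wells; values of inactives mirror those of a sister screen read the other way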
CDK5 p35 inh = inhibitors of human CDK5/p35 kinase, primary screen, biochemical, single concentration; Cyclin-dependent kinase 5 (Homo sapiens) + Cyclin-dependent kinase 5 activator 1 (Homo …; inhibition, % at 10 µM; 0.01% of 330,000 active; Recombinant CDK5/p35, ADP-Glo luminescence, 60 min;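 active = highest replicate inhibition of at least 50% and at least 75% of replicates reaching 50%; inconclusive = only one of the two criteria met; inactive = both criteria failed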;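 note: plate controls were DMSO neutral control for no effect and GW8510 at 10 µM for full effect; many of its hits are not listed in these tables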
Target sequence (Q00535 whole entry, looked up): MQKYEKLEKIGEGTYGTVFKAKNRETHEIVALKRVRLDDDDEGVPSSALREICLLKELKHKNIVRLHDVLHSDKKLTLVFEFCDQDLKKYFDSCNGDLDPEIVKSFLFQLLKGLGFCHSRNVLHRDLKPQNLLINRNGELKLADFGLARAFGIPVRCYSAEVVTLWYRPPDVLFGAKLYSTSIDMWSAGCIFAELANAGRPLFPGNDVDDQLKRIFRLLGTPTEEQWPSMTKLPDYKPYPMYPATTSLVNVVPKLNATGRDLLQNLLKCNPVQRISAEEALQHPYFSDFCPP
Target sequence (Q15078 whole entry, looked up): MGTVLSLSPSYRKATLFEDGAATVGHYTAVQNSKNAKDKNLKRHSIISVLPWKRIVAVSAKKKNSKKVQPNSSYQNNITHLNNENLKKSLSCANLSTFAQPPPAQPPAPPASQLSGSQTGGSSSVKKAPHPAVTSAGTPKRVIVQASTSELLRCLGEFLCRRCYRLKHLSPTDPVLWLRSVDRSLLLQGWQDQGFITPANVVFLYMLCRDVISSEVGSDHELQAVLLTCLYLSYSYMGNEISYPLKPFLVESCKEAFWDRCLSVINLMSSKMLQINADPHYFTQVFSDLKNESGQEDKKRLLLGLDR
V-ATPase pHluor = regulators of yeast V-ATPase proton pumping, primary screen, pHLuorin cytosolic pH fluorescence; 0.37% of 350,000 active; AID 504577, 2011; response, % at 10 µM; S. cerevisiae; in the data active = response mostly above about 7.3%, no sharp cut-off; inactive = mostly below about 5.4%; note: actives read high; inactives centre near 0; some compounds called inactive have numbers as strong as hits; reference of the scale not given here
dFosB activator = activators of delta FosB homodimer, primary screen, biochemical, fluorescence polarization, TAMRA-CDK5 oligo, single point. Protein FosB (Mus musculus), P13346. purified delta FosB; percent of positive-control signal above neutral wells. activation, % at 25 µM. 0.99% of 340,000 active. AID 493131, 2011;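 active = mean activation above about 17%, with every replicate also reaching it, limit read from the data, passing the limit was not always enough; inconclusive = only one of the two conditions met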;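 note: fluorescence polarization rise as delta FosB binds a TAMRA Cdk5 AP-1 oligo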
Wnt act = Wnt/beta-catenin pathway activators, primary screen, cell-based, plate reader, single point. Wnt/beta-catenin reporter cell assay, activator. activation, % at 9.35 µM. 1.2% of 300,000 active; in the data active = activation above about 30%, passing the limit was not always enough; inconclusive = no clear call, values can overlap the other calls;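 note: 0% = neutral control wells and 100% = positive control wells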
Rtt109 HAT inh = inhibitors of C. albicans Rtt109/Vps75 HAT, primary screen, biochemical, ThioGlo CoA-SH fluorescence, plate reader | Histone acetyltransferase RTT109 (Candida albicans (strain SC5314 / ATCC MYA-2876)), … | purified Rtt109/Vps75, 4 h | inhibition, % at 34.9 µM | 0.16% of 330,000 active;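 active = inhibition of at least 50% in every replicate; inconclusive = best replicate reaches 50% inhibition but some replicates fall short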
Target sequence (Q5AAJ8 whole entry, looked up): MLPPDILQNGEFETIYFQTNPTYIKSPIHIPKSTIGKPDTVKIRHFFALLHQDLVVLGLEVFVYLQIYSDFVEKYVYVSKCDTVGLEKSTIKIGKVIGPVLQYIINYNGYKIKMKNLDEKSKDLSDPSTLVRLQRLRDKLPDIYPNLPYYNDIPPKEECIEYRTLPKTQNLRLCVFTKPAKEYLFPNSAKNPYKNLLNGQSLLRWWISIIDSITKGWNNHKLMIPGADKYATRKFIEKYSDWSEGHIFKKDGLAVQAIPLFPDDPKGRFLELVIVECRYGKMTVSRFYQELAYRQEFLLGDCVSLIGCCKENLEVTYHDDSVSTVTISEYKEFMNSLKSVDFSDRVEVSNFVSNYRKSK
CAL PDZ FP-2 = untagged CAL PDZ binding inhibitors, primary screen, biochemical, fluorescence polarization, HTS. AID 602252, 2012. purified CAL PDZ, TMR-peptide fluorescence polarization, 1 h. inhibition, % at 24.9 µM. 0.92% of 300,000 active;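 active = mean inhibition of at least 30% with at least half of replicates also reaching 30%; inconclusive = no clear call, values can overlap the other calls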;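 note: 0% = DMSO neutral control and 100% = excess unlabeled competitor peptide PRC23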
RTF Ca sens act = cardiac RTF calcium sensitivity activators, primary screen, biochemical, IANBD-TnC fluorescence, EC20 calcium. Troponin I, cardiac muscle (Homo sapiens) + Troponin T, cardiac muscle (Homo sapiens) + …. IANBD-labeled TnC RTF fluorescence at EC20 calcium; 0% EC20 calcium, 100% full calcium. activation, % at 7.2 µM. 0.24% of 340,000 active;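 active = activation above the mean over all tested compounds plus 3 SD, cut at about 30% in these data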;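 note: rise in fluorescence read as greater calcium sensitivity of cardiac thin filaments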
Tat export inh = E. coli Tat export inhibitors, primary screen, MC4100, TorA-mCherry reporter, fluorescence, single point; inhibition, % at 10 µM; 0.036% of 340,000 active; AID 488895, 2010;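 active = mean replicate inhibition at least 50% and at least half of replicates individually reaching 50%; inconclusive = only one of the two criteria met; inactive = neither criterion met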;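 note: exported cargo escapes ClpAP degradation while cytoplasmic cargo is degraded and loses fluorescence; 0% = median of neutral control wells and 100% = median of NaSCN control wells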
* hit, by the source's call; ? = inconclusive; . = no result given.

MITF act,Rtt109 HAT inh,V-ATPase pHluor,CAL PDZ FP-1,Wnt act,RTF Ca sens act,Tat export inh,CAL PDZ FP-2,CDK5 p35 inh,dFosB activator,SMILES
22,8,-1,-1.3,-2,0,-4,-3,0.2,0,CC(C)c1cccc(C(C)C)c1NC(=O)CCN1C(=O)NC2(CCCC2)C1=O
.,-7,1,0.8,1,-2,2,1,0.2,-1,CC(=O)N[C@@H](Cc1ccc(OC(F)(F)F)cc1)C(=O)O
-7,5,-3,-0.1,0,0,-3,2,1.4,-5,COc1cc(-c2noc(C)c2C(=O)NCCc2ccccc2)cc(OC)c1OC
-2,-3,-4,-1.5,-2,-4,-1,-1,0.4,-6,Cc1ccc(S(=O)(=O)N(C)C)cc1NC(=O)C(C)OC(=O)c1cc[n+]([O-])cc1 (stereo unspecified)
-8,5,-2,-2.4,-1,-3,-2,-2,1.2,-4,COc1cc(NC(=S)N2CCC(C(N)=O)CC2)c(OC)cc1Cl
-1,-15,0,-1.8,.,8,3,-2,0.2,-17,Cc1ccc(S(=O)(=O)C(C#N)c2nc3ccccc3nc2N2CCCC2)cc1C (stereo unspecified)
-2,0,0,-1.7,-2,9,2,74*,-1.2,1,Cc1ccc(S(=O)(=O)Nc2ccc(NC(=O)Nc3cccc(C(F)(F)F)c3)cc2)cc1
4,-8,1,-0.4,.,-4,-5,-2,-0.5,6,CC(=O)Nc1cc2c(cc1C(=O)c1ccc(C)cc1)OCCO2
-1,-1,-1,0.0,.,-4,7,.,-0.5,-1,N#Cc1c(N)oc(-c2cccs2)c1-c1cccs1
-34,3,-5,.,2,-6,-3,-3,0.5,0,Cc1cc(C)cc(NC2=NC3(CCCCC3)N=C(N)N2)c1
3,-8,-1,0.5,-3,6,4,5,-0.3,-12,CCn1c2ccccc2c2cc(NC(=O)COC(=O)c3ccccc3Br)ccc21
3,5,0,0.7,0,3,-5,0,-0.5,-4,CS(=O)(=O)N1CCC(C(=O)NCc2ccccc2)CC1
12,10,-2,-0.1,7,3,17,-4,0.6,-2,NCCNC(=O)Cc1cccc(NC(=O)Cc2ccc(Nc3ncnc4c3ncn4[C@@H]3O[C@H](CO)[C@@H](O)[C@H]3O)cc2)c1
5,-1,-2,0.9,5,-2,-3,-4,0.2,0,CN(CCN1CCOCC1)Cc1nc(-c2ccc(Cl)cc2)no1
-6,-7,-1,-3.1,-1,-1,2,-2,0.1,-2,CC(OC(=O)CCN=C1NS(=O)(=O)c2ccccc21)C(=O)Nc1ccc(F)cc1Cl (stereo unspecified)
-1,1,4,-2.5,-4,-1,2,1,1.4,-13,COc1ccc(-c2cc(C(=O)Nc3c(C)n(C)n(-c4ccccc4)c3=O)no2)cc1OC
-3,7,-2,-0.8,-2,0,3,.,0.0,-5,COc1ccccc1-c1cc(C(=O)N2CCN(c3ccccc3OC)CC2)no1
24,3,-2,-0.5,-5,2,3,-7,-0.2,-1,CC1(C)O[C@@H]2C[C@H]3[C@@H]4C[C@H](F)C5=CC(=O)CC[C@]5(C)[C@H]4[C@@H](O)C[C@]3(C)[C@]2(C(=O)CO)O1
5,1,3,-2.2,-3,2,-1,-5,-0.4,-13,CCc1cc2c(SCC(=O)Nc3ncc(Cl)c(C)c3Cl)ncnc2s1
4,5,1,-0.7,3,6,0,0,1.0,2,O=C(CCCOc1ccc(Cl)cc1Cl)NCc1ccncc1
.,-4,-3,-0.1,-2,-2,0,.,-1.1,4,Cc1ccc(-n2[nH]c(C)c(C=NC34CN5CN(CN(C5)C3)C4)c2=O)cc1C
8,3,-1,1.1,.,6,0,-5,-0.7,1,O=C(N1CCOCC1)N1CCC(c2nc(-c3ccc(S(=O)(=O)N4CCOCC4)cc3)no2)CC1
-3,2,1,0.1,-1,-6,-1,-1,0.0,-3,CSC(=Nc1ccccc1)C(C#N)c1nc2ccccc2[nH]1 (stereo unspecified)
.,-1,1,-0.9,-6,1,-4,.,-0.9,6,COc1cccc(CNC(=O)CCS(=O)(=O)c2cccc3nsnc23)c1
1,-3,0,-0.6,.,-1,-4,-3,0.4,0,CCN1CCc2nc(NC(=O)c3ccccc3)sc2C1
-6,-3,3,-0.9,-3,2,2,-1,1.3,-10,CCOC(=O)c1c(C=O)c2ccccc2n1CC
-1,-2,1,-0.3,.,2,-5,-1,-0.4,-6,CCOC(=O)C1=C(C)N=C2SCCC(=O)N2C1c1cc(Br)ccc1OC (stereo unspecified)
0,-4,1,-0.6,0,3,-2,-2,0.8,-1,CCN1C(=O)CC(N2CCN(c3ccc(Cl)cc3)CC2)C1=O (stereo unspecified)
2,2,3,-2.9,-1,5,1,-2,-0.9,-8,Cc1ccc(/C=N/NC(=O)CNC(=O)c2ccc(S(=O)(=O)N3CCCC3)cc2)o1
6,.,1,-2.0,-2,-6,5,-3,0.8,-10,CN(CCC1CCOCC1)C(=O)CC1C(=O)NCCN1CC1CCCCC1 (stereo unspecified)
4,1,0,-1.5,-1,8,12,-3,-1.8,-1,NS(=O)(=O)c1ccc(NCc2cc(Cl)ccc2OCc2ccc(F)cc2)cc1
-2,6,2,0.1,-1,4,1,0,1.6,?,O=C(CSc1nc2ccccc2c(=O)n1-c1ccc(Cl)cc1)N/N=C/C=C/c1ccccc1[N+](=O)[O-]
8,5,-3,-1.7,5,3,8,2,3.4,-4,Cc1nonc1C(=O)N/N=C/c1cc2c(cc1Br)OCO2
.,6,2,0.2,-4,-5,-2,-1,-0.5,12,COc1ccc(N2C(=O)c3ccc(C(=O)Nc4ccccc4OC)cc3C2=O)cc1
75,-9,1,-0.2,17,2,-39,-2,-0.6,-6,Cc1ccc(C(=O)c2ncc[nH]2)cc1
2,1,6,-2.6,1,-3,-10,-3,-3.8,-1,O=C(NCCS(=O)(=O)NCc1ccco1)c1ccccc1
-12,.,2,-2.6,2,-5,2,0,-0.7,-23,O=[N+]([O-])c1ccc(O)c(C=Nc2cccc3ncccc23)c1
10,12,-3,-0.9,0,5,-10,-4,-1.4,-4,Cc1c(CC(=O)N2CCC(C(=O)O)CC2)c(=O)oc2cc3c(cc12)CCC1(CCCCC1)O3
-2,-5,0,0.3,-1,-1,1,-3,-0.5,-7,O=C(c1nc2ccccn2c1CN1CCCC(OCc2ccccc2)C1)N1CCCC1 (stereo unspecified)
4,0,-5,-3.2,1,4,6,-5,1.2,2,Cc1cc(NC(=O)CCC(=O)N(CC(=O)NC2CCCC2)c2ccc(F)cc2)no1
-16,3,-2,-3.1,15,-5,-6,1,0.8,2,CCCNC(=O)c1cccc(COc2ccccc2OC)c1
5,2,2,-7.7,2,5,2,.,-2.3,-5,Cc1ccc(CC(=O)NCC(O)c2ccccc2)cc1 (stereo unspecified)
-38,-10,7,-2.4,-3,112*,-4,-2,-0.8,-3,O=C(OCCN1C(=O)c2cccc3c(N4CCOCC4)ccc(c23)C1=O)c1ccccc1Cl
-23,5,1,-1.8,0,0,-4,1,-4.9,-11,S=C(NC1CCCC1)N1CCN(C/C=C/c2ccccc2)CC1
15,6,-5,-0.2,-8,1,-8,-8,2.5,0,C=CCN(CC=C)c1ncnc2[nH]ncc12
-1,-5,2,-2.2,1,3,1,-4,-0.4,-2,CSCCC(NC(=O)c1ccc(Cl)cc1Cl)C(=O)NNC(=O)c1csc(N2CCOCC2)n1 (stereo unspecified)
3,-1,1,0.6,-1,-4,-3,-8,0.7,-1,C[C@@H]1CCC[C@]2(O[C@@H](CCO)C[C@H](O)[C@H]2O)O1
-3,1,-1,1.0,-1,-3,-5,-2,0.7,2,COc1ccc(CNC(=O)Cn2ccc(NC(=O)OCc3ccccc3)nc2=O)cc1
-11,-7,1,-2.9,-1,-2,-2,-1,-0.8,-4,Cc1ccccc1OCC(O)CN1CCC(C)CC1 (stereo unspecified)
6,-13,-1,-1.3,0,-6,3,8,0.5,0,Cc1ccccc1NC(=O)C(Cc1ccccc1)n1cccc1 (stereo unspecified)
1,-14,-2,-2.5,1,-4,10,-1,0.0,-2,CCOC(=O)N1CCN(Cc2nc3c(c(=O)[nH]c(=O)n3C)n2Cc2cc(C)ccc2C)CC1
3,-1,-1,-0.6,.,5,-2,4,-0.2,-16,Cc1ccccc1C(=O)N1CCN(c2ccc([N+](=O)[O-])c(NCc3cccnc3)c2)CC1
9,10,0,-1.0,2,-3,3,1,1.4,-16,COc1ccc2c(c1)C=CC1(O2)N(CCO)c2ccccc2C1(C)C (stereo unspecified)

Compounds shown so far with a COOH group (2):
MITF act,Rtt109 HAT inh,V-ATPase pHluor,CAL PDZ FP-1,Wnt act,RTF Ca sens act,Tat export inh,CAL PDZ FP-2,CDK5 p35 inh,dFosB activator,SMILES
.,-7,1,0.8,1,-2,2,1,0.2,-1,CC(=O)N[C@@H](Cc1ccc(OC(F)(F)F)cc1)C(=O)O
10,12,-3,-0.9,0,5,-10,-4,-1.4,-4,Cc1c(CC(=O)N2CCC(C(=O)O)CC2)c(=O)oc2cc3c(cc12)CCC1(CCCCC1)O3

Screens as filed in PubChem.
